miR-122 sensor = miR-122 Renilla sensor signal increase in Huh7, primary screen, miR-122 inhibitor project, cell-based, single point, plate reader. activation (reporter increase), % at 12.5 µM. AID 602342, 2012. 0.3% of 340,000 active. Huh7 miR-122 Renilla luciferase sensor, 48 h; neutral wells = 0, positive control = 100;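 active = mean replicate activation score at least 90 and every replicate individually at or above 90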;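 also: higher luciferase means less miR-122 activity so hits act as miR-122 inhibitors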
PglD inh = C. jejuni PglD acetyltransferase inhibitors, primary screen, biochemical, DTNB colorimetric, single point; inhibition, % at 12.5 µM; AID 602405, 2012; purified PglD enzyme, DTNB colorimetric CoA detection; 0.098% of 360,000 active; UDP-N-acetylbacillosamine N-acetyltransferase PglD (Campylobacter jejuni); in the data active = inhibition above about 16%, passing the limit was not always enough; also: strong numbers were not always called active
FN deposition inh = inhibitors of fibronectin matrix deposition, primary screen, AH1F cells, Alexa488-fibronectin fluorescence, plate reader; AH1F fibroblasts, overnight; inhibition, % at 12.6 µM; 0.086% of 350,000 active; AID 743247, 2014;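 active = mean inhibition across replicates of 30% or more, regardless of how many single replicates reach that level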;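 also: positive control wells lacked labelled fibronectin entirely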
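Assay system: AH1F fibroblast monolayer, labelled fibronectin deposition. Amount: 10000 cells per well. Also added: labelled fibronectin 24 nM. Compound: single-point pinned compound. Incubation: cell attachment 1 h, compound and FN exposure overnight. Detection: fluorescence after three HBSS washes, excitation 485 nm, emission 525 nm. Read-out: inhibition of fibronectin deposition signal.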
PGC1a acetyl inh = inhibitors of PGC1a acetylation signal, primary screen, cell-based, U2OS, AlphaScreen, inhibitor mode | AlphaScreen anti-acetyl-lysine; with virally co-expressed GCN5 acetyltransferase | inhibition, % at 15.6 µM | 0.17% of 350,000 active | AID 651687, 2012;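 active = every replicate shows inhibition of at least 40%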;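 also: 0% = neutral control wells and 100% = positive control wells; some results beyond the cut were filed as inactive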
Cneo AK release = Cryptococcus neoformans cell lysis inducers, primary screen, AK release luminescence, single concentration. C. neoformans lysis, adenylate kinase release luminescence, 4 h; normalised: neutral wells 0, clomiphene wells 100. 0.2% of 360,000 active. lysis activity, % at 15 µM;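 active = mean lysis activity across replicates of at least 80%, whatever share of replicates individually reach that level; inactive = mean lysis activity below 80%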
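Assay system: Cryptococcus neoformans yeast cells / Dosing: single-point compound dose / Timing: 4 h at 37 °C static, read 1 h later / Measured by: luminescence of released adenylate kinase using an AK detection reagent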
C2C12 statin = suppressors of statin myotoxicity in C2C12 myotubes, primary screen, cell-based, single point, plate reader; C2C12 myotubes + simvastatin, ATP luminescence, 48 h; scaled: DMSO 0, geranylgeraniol control 100; rescue of ATP level, % at 7.49 µM; 0.78% of 330,000 active; AID 602340, 2012;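 active = mean ATP rescue above about 67%, or every replicate alone reaching that limit, limit read from the data, passing the limit was not always enough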;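 also: myotubes were challenged with 10 µM simvastatin during compound exposure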
INS-1E GSIS act = GLuc luminescence reporter in INS-1E cells, primary screen for activators of glucose-dependent secretion of insulin | INS-1E GLuc reporter insulin secretion, 2-3 h | activation, % at 16.6 µM | 0.61% of 370,000 active;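 active = lowest replicate activation of at least 40%, so every replicate reaches that level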;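 also: 0% = median of neutral control wells and 100% = median of IBMX positive control wells; some compounds called inactive have numbers as strong as hits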
F508del corr = F508del CFTR correction, initial screen, CFBE line, single point. CFBE cells, YFP halide quenching; stimulated with forskolin plus potentiator P3; % fluorescence drop versus neutral controls. activity (quench increase), % at 7.58 µM. 0.36% of 350,000 active;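 active = mean added fluorescence quench of at least 8% versus neutral control, with both replicates also reaching 8%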;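 also: cells transiently co-express mutant CFTR-F508del with the halide-sensitive YFP; corrector assay measuring rescue of mutant channel to the surface after 24 h compound exposure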
* hit, by the source's call; nt = not tested or not shown; [ ] = remark or other dose.

[1] CCOC(=O)C1C2C=CC3(CN(c4ccccc4CC)C(=O)C13)O2 (stereo not given)
[2] COc1ccc(C(=O)N2CCCC2)cc1
[3] CC1(C)Cc2cccc(OCC(=O)NCCc3ccccc3)c2O1
[4] Cc1ccccc1C(=O)NNc1ncnc2c1cnn2C
[5] C[C@H](CO)N1C[C@H](C)[C@H](CN(C)Cc2ccc(F)cc2)Oc2ncc(C#Cc3cccnc3)cc2C1=O
[6] C[C@@H]1CN([C@@H](C)CO)C(=O)c2ccccc2-c2ccccc2CO[C@H]1CN(C)C(=O)NC1CCCCC1
Assay by compound	1	2	3	4	5	6
miR-122 sensor	-6	19	nt	nt	nt	nt
PglD inh	1	1	-1	-3	-1	-5
FN deposition inh	nt	nt	-3	5	nt	-7
PGC1a acetyl inh	11	nt	nt	-5	5	-10
Cneo AK release	-1	0	1	2	2	2
C2C12 statin	12	40	-5	nt	3	nt
INS-1E GSIS act	nt	nt	-10	2	-2	4
F508del corr	nt	nt	-3.6	-2.3	-0.6	1.8

[7] Cn1nnnc1SCC(=O)Nc1ccccc1N1CCCCC1
[8] O=C(NCCCc1ccc(F)cc1)C1CCC(=O)N(CCN2CCOCC2)C1 (stereo not given)
[9] CCCCn1nnc(NC(=O)c2ccc(-c3ccccc3[N+](=O)[O-])o2)n1
[10] CCCN1C[C@H](C)[C@H](OC)CN(C)C(=O)c2ccc(NC(=O)CC)cc2OC[C@@H]1C
[11] Cc1cc(NC(=O)CN2C(=O)NC(CC(C)C)C2=O)ccc1Br (stereo not given)
[12] Cc1ccccc1NC(=O)C1Cc2ccccc2CN1C(=O)c1ccco1 (stereo not given)
Assay by compound	7	8	9	10	11	12
miR-122 sensor	0	5	6	-10[16.7 µM]	25	nt
PglD inh	3	-5	-3	nt	-2	-1
FN deposition inh	nt	-11	-1	0	9	0
PGC1a acetyl inh	-7	1	nt	11	-21	nt
Cneo AK release	2	3	0	nt	0	4
C2C12 statin	19	45	0	-7	-3	2
INS-1E GSIS act	nt	-14	11	-5	-66	-8
F508del corr	nt	-1.0	1.1	-2.2	-0.6	2.9

Compound profiles, as listed above. Order of values: miR-122 sensor | PglD inh | FN deposition inh | PGC1a acetyl inh | Cneo AK release | C2C12 statin | INS-1E GSIS act | F508del corr
Listed for Cn1nnnc1SCC(=O)Nc1ccccc1N1CCCCC1 → 0 | 3 | nt | -7 | 2 | 19 | nt | nt
Listed for Cc1cc(NC(=O)CN2C(=O)NC(CC(C)C)C2=O)ccc1Br (stereo not given) → 25 | -2 | 9 | -21 | 0 | -3 | -66 | -0.6
Listed for CCCCn1nnc(NC(=O)c2ccc(-c3ccccc3[N+](=O)[O-])o2)n1 → 6 | -3 | -1 | nt | 0 | 0 | 11 | 1.1

(continued)
[13] Cc1c(Cl)cccc1NC(=O)Cn1c(CCC(=O)O)ccc1-c1ccc(Cl)cc1
[14] CCOC(=O)c1cccc(Nc2ncnc3ccccc23)c1
[15] Cc1cccc(NC(=S)NNC(=O)CCn2nc(C)c([N+](=O)[O-])c2C)c1
[16] CCCN(C)C[C@@H]1Oc2cc(/C=C/c3ccccc3)ccc2S(=O)(=O)N([C@@H](C)CO)C[C@@H]1C
[17] CC(=O)N(C)C[C@@H]1Oc2cc(C3=CCCCC3)ccc2S(=O)(=O)N([C@@H](C)CO)C[C@H]1C
[18] COc1cc(/C=N/Nc2ccc(C(F)(F)F)cn2)cc(OC)c1O
Assay by compound	13	14	15	16	17	18
miR-122 sensor	nt	-1	-12	-6[16.7 µM]	3[16.7 µM]	12
PglD inh	4	-3	0	-1	nt	-2
FN deposition inh	-4	nt	-4	-3	nt	13
PGC1a acetyl inh	nt	-11	nt	-26	-7	-23
Cneo AK release	0	-7	1	3	nt	3
C2C12 statin	25	nt	nt	-47	-21	14
INS-1E GSIS act	-11	-10	nt	-6	2	3
F508del corr	-8.0	nt	nt	-0.8	-0.8	0.0

Ordered by value in miR-122 sensor (high to low): some entries from above.
cpd	Compound	miR-122 sensor
18	COc1cc(/C=N/Nc2ccc(C(F)(F)F)cn2)cc(OC)c1O	12
14	CCOC(=O)c1cccc(Nc2ncnc3ccccc23)c1	-1
15	Cc1cccc(NC(=S)NNC(=O)CCn2nc(C)c([N+](=O)[O-])c2C)c1	-12

Further entries
[19] Cc1ccc(OCC(=O)NNC(=O)CSC(=S)N2CCCC2)cc1
[20] CCOC(=O)CSc1nc2ccc(NC(=O)CSc3nnnn3Cc3ccccc3)cc2s1
[21] CC(=O)N1CCc2cc(S(=O)(=O)Nc3cccc(C(F)(F)F)c3)ccc21
[22] COc1ccc(S(=O)(=O)N2CCOCC2)cc1C(=O)N1CCCCC1
[23] Cc1cc(S(=O)(=O)NC2CC(C)(C)NC(C)(C)C2)c(Cl)cc1Cl
[24] CN(C)c1cccc(C(=O)OC(C(=O)Nc2ccc(Cl)cc2C(F)(F)F)c2ccccc2)c1 (stereo not given)
Assay by compound	19	20	21	22	23	24
miR-122 sensor	-3	-8	100*	nt	8	-3
PglD inh	18	2	1	-1	-4	-11
FN deposition inh	-4	1	-16	1	2	nt
PGC1a acetyl inh	3	-1	16	5	9	nt
Cneo AK release	3	0	3	1	1	-2
C2C12 statin	-12	6	14	9	-3	4
INS-1E GSIS act	14	nt	nt	0	-2	-21
F508del corr	1.3	nt	nt	1.4	-0.9	nt

[25] CCCNC(=O)[C@@H]1[C@@H](CO)[C@@H]2Cn3c(ccc(/C=C/c4ccccc4)c3=O)[C@H]1N2C(=O)c1cccnc1
[26] CC(Oc1ccc2c3c(c(=O)oc2c1)CCC3)C(=O)NCC1CCC(C(=O)O)CC1 (stereo not given)
[27] CC(C)C#Cc1cnc2c(c1)C(=O)N([C@@H](C)CO)C[C@@H](C)[C@H](CN(C)C(=O)CCN1CCCCC1)O2
[28] Cc1noc(NS(=O)(=O)c2ccc(N/C=C\C(=O)c3cccc4ccccc34)cc2)c1C
[29] CC1(C)Cc2c(sc3c2C(=O)N(c2ccccc2)C2=NCCN23)CS1
[30] NC(=S)N/N=C/c1ncc(C(F)(F)F)cc1Cl
Assay by compound	25	26	27	28	29	30
miR-122 sensor	7[16.7 µM]	0	4[16.7 µM]	4	1	-9
PglD inh	1	-1	2	4	5	1
FN deposition inh	nt	nt	5	-5	nt	nt
PGC1a acetyl inh	nt	-6	6	0	0	1
Cneo AK release	-1	0	12	-2	-2	2
C2C12 statin	1	-5	4	3	-9	nt
INS-1E GSIS act	2	16	14	8	nt	nt
F508del corr	1.8	1.1	-2.5	2.6	nt	nt

[31] COc1ccccc1Oc1ccc(NC(=O)Cc2ccccc2)cc1
[32] Cc1ccc(NC(=S)NC(=O)C2CCCC2)cc1C
[33] COC(=O)c1c(NC(=O)CN2CCN(c3ccccc3OC)CC2)c2cc(C)ccc2n1C
[34] O=C(C[C@@H]1CC[C@@H]2[C@H](COC[C@H](O)CN2C(=O)Nc2ccc(Cl)cc2)O1)NCc1ccncn1
Assay by compound	31	32	33	34
miR-122 sensor	4	1	-2	-1[16.7 µM]
PglD inh	1	2	-1	0
FN deposition inh	0	-6	12	-5
PGC1a acetyl inh	1	2	0	-6
Cneo AK release	10	39	1	-3
C2C12 statin	nt	nt	0	14
INS-1E GSIS act	nt	-17	nt	-5
F508del corr	-0.1	-2.0	nt	-1.8

Compound activity (PubChem)
